Source: PubChem (several laboratories)
AddAB inh: less growth of phage-infected E. coli with AddAB | E. coli expressing H. pylori AddAB, absorbance growth | inhibition, % at 11.9 µM | hit rate 0.29% among 330,000; in the data active = inhibition above about 12%;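 also: 0% = vehicle wells of infected cells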
PfHsp90 yeast 2: growth inhibition of yeast expressing Plasmodium Hsp90; S. cerevisiae expressing PfHsp90, BacTiter-Glo ATP, 48 h; yeast lacking PDR1 and PDR3 efflux regulators; inhibition, % at 9.4 µM; hit rate 0.32% among 310,000; AID 504621;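 active = every replicate shows inhibition above about 80%, whatever the replicate mean, limit read from the data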;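 also: 0% = DMSO neutral controls and 100% = 20 µM radicicol positive controls; yeast relying on Plasmodium falciparum Hsp90 in place of its own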
SUMO Mot1 rescue: SUMOylation pathway inhibition by Mot1-301 growth rescue. hit rate 1% among 320,000. AID 2716. S. cerevisiae Mot1-301 growth rescue, ATP luminescence, 38.5C; percent above DMSO median, 100 means doubled. growth rescue, % at 18.8 µM;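 active = every valid replicate shows activation above 250% relative to neutral control wells; inactive = the rest, any valid replicate at or below 250%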;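 also: OY570 slx delta 5 strain wells were the positive control but not used for scaling; some compounds called inactive have numbers as strong as hits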
phage Ecoli inh: E. coli growth loss with phage present; inhibition, % at 11.9 µM; growth absorbance; AID 651602; hit rate 0.26% among 360,000; in the data active = inhibition above about 11%
DSG3 Ab inh: blocks pemphigus antibody binding to human desmoglein-3 | binding (percent of control), % at 10 µM | DSG3-coupled beads, scFv-anti-DSG3-GFP binding, flow cytometry; stronger effect = lower value | hit rate 0.48% among 310,000 | P32926;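 active = binding more than 3 SD below its plate's average and above zero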; also: some compounds called inactive have numbers as strong as hits
Target sequence (P32926 whole entry, looked up): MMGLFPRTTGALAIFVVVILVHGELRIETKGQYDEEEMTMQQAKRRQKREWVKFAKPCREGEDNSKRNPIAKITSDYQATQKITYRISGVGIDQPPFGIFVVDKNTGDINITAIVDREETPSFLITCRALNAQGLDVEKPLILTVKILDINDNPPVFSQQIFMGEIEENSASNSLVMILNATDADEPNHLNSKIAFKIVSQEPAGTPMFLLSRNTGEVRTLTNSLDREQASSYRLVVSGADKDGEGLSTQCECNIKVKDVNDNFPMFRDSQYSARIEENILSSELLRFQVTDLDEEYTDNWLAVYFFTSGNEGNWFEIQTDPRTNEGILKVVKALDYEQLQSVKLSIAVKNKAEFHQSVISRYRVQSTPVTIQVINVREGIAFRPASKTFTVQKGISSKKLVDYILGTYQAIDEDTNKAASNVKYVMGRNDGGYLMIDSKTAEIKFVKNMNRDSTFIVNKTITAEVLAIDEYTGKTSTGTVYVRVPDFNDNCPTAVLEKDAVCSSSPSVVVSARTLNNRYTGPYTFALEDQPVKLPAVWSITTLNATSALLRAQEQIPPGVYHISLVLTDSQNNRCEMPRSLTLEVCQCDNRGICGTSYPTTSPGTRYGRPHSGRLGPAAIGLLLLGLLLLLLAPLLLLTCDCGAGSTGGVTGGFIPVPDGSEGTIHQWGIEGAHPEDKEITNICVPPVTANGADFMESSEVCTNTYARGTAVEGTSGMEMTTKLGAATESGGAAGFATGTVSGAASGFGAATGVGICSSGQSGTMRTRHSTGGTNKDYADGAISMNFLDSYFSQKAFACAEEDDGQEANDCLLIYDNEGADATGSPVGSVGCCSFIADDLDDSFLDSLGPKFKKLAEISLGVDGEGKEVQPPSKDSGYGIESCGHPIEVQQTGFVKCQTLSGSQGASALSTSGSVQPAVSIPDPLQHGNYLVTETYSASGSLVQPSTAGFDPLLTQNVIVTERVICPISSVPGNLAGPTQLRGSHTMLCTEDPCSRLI
Arrestin-AP2 inh: inhibitors of human beta-arrestin and AP2 interaction | FITC-arrestin peptide / GST-AP2 beads, flow cytometry; AP2 beta2 appendage carries R879A mutation | inhibition, % at 10 µM | hit rate 0.31% among 340,000 | AID 504490;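 active = inhibition above a set limit, near 3 SD of compounds lacking own fluorescence, cut at about 54% in these data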;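 also: plate controls were DMSO wells for no effect and 5 µM unlabelled arrestin peptide for full effect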
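System: GST-AP2 R879A glutathione beads; medium: PBS, Tween 20 0.05%, BSA 0.1%; reagent: fluorescein-tagged arrestin peptide at 50 nM final; schedule: pre-incubation 12 min, peptide binding 1 h, room temperature; detection: flow cytometry, FL1 (488/535 nm); read-out: inhibition as reduced fluorescein signal on beads, percent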
Tat transport: inhibitors of E. coli Tat protein transport. E. coli MC4100 TorA-mCherry Tat export, fluorescence. inhibition, % at 10 µM. hit rate 0.036% among 340,000. AID 488895;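 active = mean replicate inhibition at least 50% and at least half of replicates individually reaching 50%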;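 also: exported cargo escapes ClpAP degradation while cytoplasmic cargo is degraded and loses fluorescence; 0% = median of neutral control wells and 100% = median of NaSCN control wells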
OPRM1-OPRD1 inv: mu-delta opioid heterodimer inverse agonism; cell-based MOR-DOR heterodimer luminescence; inhibition, % at 9.3 µM; hit rate 0.21% among 340,000; P35372+P41143; AID 504357; in the data active = inhibition above about 22%, passing the limit was not always enough;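 also: 0% = cells with DMSO and 100% = wells without cells with DMSO; values of inactives mirror those of a sister screen read the other way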
PKA-R1A act: PKA-R1A complex activation; hit rate 0.083% among 340,000; activation, % at 11.4 µM; PKA-R1A dissociation, Cy5-IP20 fluorescence polarization; scaled: DMSO 0%, 113 µM cGMP 100%;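 active = percent activation above the mean of all tested compounds plus 3 SD, cut at about 19% in these data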;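 also: higher means more PKAc released from R1A so a rise in polarization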
Ecoli viability: bacterial growth inhibition, counter-screen for AddAB inhibitors; hit rate 0.27% among 330,000; inhibition, % at 11.9 µM; E. coli V3065 growth, OD600 absorbance, 18 h;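 active = inhibition above the campaign's mean inhibition across all tested compounds plus 3 SD, cut at about 9.9% in these data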;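 also: uninfected addAB+ strain grown without phage in ampicillin broth; 0% = DMSO wells and 100% = ciprofloxacin 0.95 µg/ml wells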
MOR-DOR ag: OPRM1-OPRD1 heterodimerization agonism. P35372+P41143. cells, luminescence. activation, % at 9.3 µM. hit rate 0.3% among 340,000. AID 504326; in the data active = activation above about 18%;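 also: 0% = vehicle-treated cells and 100% = reference agonist; values of inactives mirror those of a sister screen read the other way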
* hit, by the source's call; i = inactive; . = not tested or not shown.

structure	AddAB inh	PfHsp90 yeast 2	SUMO Mot1 rescue	phage Ecoli inh	DSG3 Ab inh	Arrestin-AP2 inh	Tat transport	OPRM1-OPRD1 inv	PKA-R1A act	Ecoli viability	MOR-DOR ag
O=C1CC(/C=C/c2ccccc2)=Nc2ccccc2N1	3.4	-25	12	1.7	96	-8	-14	-4	5	1.4	0.8
O=C(/C=C/c1cccs1)N1CCN(c2ccc(F)cc2)CC1	-0.6	-14	1	3.2	.	-3	1	9	0	-2.5	-1.9
Cn1cccc1CNCc1ccc(F)cc1	2.5	-24	51	2.7	101	1	-6	-10	-10	2.8	1.8
O=C(COC(=O)/C=C/c1cccc(C(F)(F)F)c1)NCc1ccccc1	-0.7	-170	.	3.4	74	-4	3	-3	6	-2.6	0.7
O=C(Cc1ccccc1F)OCN1C(=O)c2ccccc2C1=O	-1.4	2	-8	0.7	98	-2	1	0	3	0.8	0.1
O=C(O)c1nccnc1C(=O)NCc1csc2ccc(Cl)cc12	0.3	4	4	1.6	91	9	3	.	.	0.9	.
CC(=O)c1ccc(NC(=O)N[C@@H](CC(C)C)C(=O)O)cc1	2.0	13	-12	1.2	109	-3	0	3	11	1.0	-0.5
COc1ccc(C)cc1NC(=O)CCCN1C(=O)NC(C)(C)C1=O	0.7	-4	11	1.8	105	23	-1	18	-9	-0.5	-4.6

Next part:
structure	AddAB inh	PfHsp90 yeast 2	SUMO Mot1 rescue	phage Ecoli inh	DSG3 Ab inh	Arrestin-AP2 inh	Tat transport	OPRM1-OPRD1 inv	PKA-R1A act	Ecoli viability	MOR-DOR ag
CCCS(=O)(=O)c1ccc(COC(=O)c2ccc(NC(C)=O)cc2)cc1	-0.2	42	34	7.3	105	30	-15	-5	22*	3.9	0.9
N#Cc1cnn(-c2cccc(Cl)c2)c1N	1.5	-43	-18	5.2	96	17	6	-5	10	1.0	0.9
Cc1ccccc1OCC(=O)OCC(=O)Nc1ncc(Cl)c(C)c1Cl	-0.1	16	.	2.5	96	1	0	7	-10	-2.2	-1.6
Cc1cccc(-n2c(Cc3cc(=O)[nH]c(=O)[nH]3)nnc2SCC(=O)NCc2ccco2)c1	-1.4	10	-7	2.9	108	1	3	-21	-6	-2.5	3.4
Cc1ccc(OCc2cc(C(=O)N3CCCC(O)C3)no2)cn1 (centres undefined)	0.4	3	-20	2.7	91	-11	-4	1	-13	3.5	-0.1
c1ccc2oc(C3=NNC(=NC4CC4)SC3)cc2c1	4.0	-4	-18	2.3	89	-3	0	-19	1	-0.2	2.5
CNc1nc(CCN2C(=O)c3ccccc3C2=O)cs1	3.6	.	0	2.6	80	30	9	16	-3	-2.0	-3.1
Cc1ccc(C2Nc3ccccc3-c3nc4ccccc4n32)o1 (centres undefined)	-0.4	-33	-4	-0.1	110	1	-1	-10	-6	-0.2	1.8

(cont.)
structure	AddAB inh	PfHsp90 yeast 2	SUMO Mot1 rescue	phage Ecoli inh	DSG3 Ab inh	Arrestin-AP2 inh	Tat transport	OPRM1-OPRD1 inv	PKA-R1A act	Ecoli viability	MOR-DOR ag
Nc1cc2c([N+](=O)[O-])cccc2o1	1.4	19	-14	3.0	.	-7	-4	7	-8	-2.5	-1.8
CCOC(=O)C1CCN(C(=O)CSc2ccccc2Cl)CC1	-1.9	-21	3	4.4	97	9	-12	11	5	-0.2	-2.1
O=C(COc1ccc2ccc(=O)oc2c1)NC(Cc1ccc(Cl)cc1)C(=O)O (centres undefined)	4.2	-20	-17	2.8	.	8	-3	16	-5	2.2	-3.2
c1ccc(CCn2c(C3CC3)nc3ccccc32)cc1	2.2	-10	-6	1.8	87	22	-2	10	7	2.0	-1.8
Cc1cccc(S(=O)(=O)c2c(C)cc(C)[nH]c2=O)c1	-0.6	-2	284	-0.9	95	29	-8	17	-14	-2.4	-3.4
CCC1CCCCN1CCCNC(=O)c1c(O)nc2ccccn2c1=O (centres undefined)	0.4	-2	16	-1.2	104	-4	2	11	10	0.4	-2.0
CC1CCc2nc3ccc(S(=O)(=O)N4CCC(C(=O)N5CCCCC5)CC4)cc3c(C(=O)O)c2C1 (centres undefined)	-3.1	12	13	0.7	97	-7	3	17	-16	-1.3	-3.3
COc1ccc(CN(C(=O)c2ccco2)C2CCS(=O)(=O)C2)cc1 (centres undefined)	2.5	10	i	1.2	110	-3	-3	12	-2	0.9	-2.5

Next compounds follow.
structure	AddAB inh	PfHsp90 yeast 2	SUMO Mot1 rescue	phage Ecoli inh	DSG3 Ab inh	Arrestin-AP2 inh	Tat transport	OPRM1-OPRD1 inv	PKA-R1A act	Ecoli viability	MOR-DOR ag
Cc1c(NC(=S)NC(=O)c2ccccc2Br)c(=O)n(-c2ccccc2)n1C	-1.3	25	3	-0.2	87	-5	-3	11	-11	-1.6	-2.3
CCOCCNC(=O)c1ccccc1C(=O)NCCOCC	-1.6	1	1	2.7	105	2	-2	3	-2	1.5	-0.6
O=c1[nH]c2cc([N+](=O)[O-])ccc2c2ccc([N+](=O)[O-])cc12	.	20	.	1.7	106	-2	-1	-63	2	.	14
CC1CN(CCN2CC(C)N(C=O)CC2C)C(C)CN1C=O (centres undefined)	.	-11	.	2.0	96	0	8	6	-2	.	-1.2
COc1ccc(C(C)=O)cc1COC(=O)c1ccc2c(c1)OCCO2	1.9	-4	3	1.4	.	8	3	-3	-9	2.3	0.9
CCCc1c(C)c2cccc(C)c2[nH]c1=O	-0.6	17	89	1.8	97	26	5	7	-10	3.0	-1.2
CCN1CCN(C(=O)CSc2ccc(C)cc2)CC1	0.4	1	-4	-3.6	114	14	3	12	13	-1.0	-2.5
CC(C)c1onc(C(=O)Nc2sc3c(c2C#N)CCC3)c1[N+](=O)[O-]	3.1	15	-18	3.2	106	-5	3	-5	-4	0.1	0.7

Following part.
structure	AddAB inh	PfHsp90 yeast 2	SUMO Mot1 rescue	phage Ecoli inh	DSG3 Ab inh	Arrestin-AP2 inh	Tat transport	OPRM1-OPRD1 inv	PKA-R1A act	Ecoli viability	MOR-DOR ag
Cc1cccc(NC(=O)c2cnc3ccccn3c2=O)c1	.	14	.	0.4	74	-2	-1	1	3	.	-0.1
COCCCNC(=O)CSc1nc2cc(S(=O)(=O)N3CCCCC3)ccc2o1	1.7	9	-4	2.6	103	-16	-1	6	-5	-0.2	-0.9
COc1ccc(Cn2c(-c3ccc(OC)c(O)c3)nc3ccccc32)cc1O	-2.0	3	10	3.2	110	-12	0	10	-7	1.7	-1.7
Cc1c2ccccc2nc2c(F)c(NCCO)c(F)c(F)c12	4.6	7	11	0.6	89	2	-9	-24	1	2.2	4.8
Cc1cc(NC(=O)CSc2n[nH]c(N)n2)no1	5.8	3	-6	3.4	.	5	-2	6	0	-0.1	-1.3
Cc1n[nH]c(=O)nc1NC1CCCCC1	3.2	-23	3	1.5	101	-27	-1	11	-5	1.1	-2.2
Cc1ccccc1Nc1nc(N)nc(COC(=O)c2ccco2)n1	-0.7	-13	6	2.5	101	9	10	3	-7	1.0	-0.6
COc1cccc(CNC(=O)CCNC(=O)C2CCN(S(=O)(=O)c3ccccc3)CC2)c1	0.9	10	10	1.7	120	-19	1	13	-13	1.4	-2.7

(list continues)
structure	AddAB inh	PfHsp90 yeast 2	SUMO Mot1 rescue	phage Ecoli inh	DSG3 Ab inh	Arrestin-AP2 inh	Tat transport	OPRM1-OPRD1 inv	PKA-R1A act	Ecoli viability	MOR-DOR ag
CN(C)S(=O)(=O)c1ccc(S(=O)(=O)Nc2ccc3c(c2)oc2ccccc23)cc1	-1.7	17	254	-0.5	100	2	9	-28	-5	-0.9	5.0
FC(F)Sc1ccc(NC(=S)NC(c2ccccc2)c2ccccc2)cc1	7.9	-21	-14	5.4	101	1	-3	-54	6	5.8	10
Cc1cccc(C)c1NC(=O)CNC(=O)CCCN1C(=O)c2cccc3cccc(c23)C1=O	0.2	1	-16	1.8	102	19	-5	3	-11	0.9	-0.8
CSCCC(=O)Nc1nc(-c2ccccn2)cs1	.	.	.	-2.3	132	37	2	3	3	.	-0.5
NC(=O)c1ccc(SCC(=O)OCC(=O)N2CCCC2=O)c([N+](=O)[O-])c1	3.6	.	-4	4.6	111	26	-2	2	1	3.4	-0.3
COc1ccc(CNS(=O)(=O)NCc2ccc(OC)c(OC)c2)cc1	0.5	-16	-4	2.9	92	-1	0	-4	1	-0.4	0.6
CC(=O)Nc1ccc(NC(=O)C2CC(=O)N(c3cccc(C)c3C)C2)cc1 (centres undefined)	-0.3	7	.	0.7	102	2	3	16	-5	0.8	-2.9
CC(C)=CCN1CCN(Cc2cc3ccccc3[nH]2)CC1CCO (centres undefined)	-0.9	3	4	2.7	120	-2	3	4	0	1.1	-0.7

Part of the list above in another layout.
CN(C)S(=O)(=O)c1ccc(S(=O)(=O)Nc2ccc3c(c2)oc2ccccc23)cc1
  AddAB inh = -1.7	PfHsp90 yeast 2 = 17	SUMO Mot1 rescue = 254	phage Ecoli inh = -0.5	DSG3 Ab inh = 100	Arrestin-AP2 inh = 2	Tat transport = 9	OPRM1-OPRD1 inv = -28	PKA-R1A act = -5	Ecoli viability = -0.9	MOR-DOR ag = 5.0

FC(F)Sc1ccc(NC(=S)NC(c2ccccc2)c2ccccc2)cc1
  AddAB inh = 7.9	PfHsp90 yeast 2 = -21	SUMO Mot1 rescue = -14	phage Ecoli inh = 5.4	DSG3 Ab inh = 101	Arrestin-AP2 inh = 1	Tat transport = -3	OPRM1-OPRD1 inv = -54	PKA-R1A act = 6	Ecoli viability = 5.8	MOR-DOR ag = 10

Cc1cccc(C)c1NC(=O)CNC(=O)CCCN1C(=O)c2cccc3cccc(c23)C1=O
  AddAB inh = 0.2	PfHsp90 yeast 2 = 1	SUMO Mot1 rescue = -16	phage Ecoli inh = 1.8	DSG3 Ab inh = 102	Arrestin-AP2 inh = 19	Tat transport = -5	OPRM1-OPRD1 inv = 3	PKA-R1A act = -11	Ecoli viability = 0.9	MOR-DOR ag = -0.8

Going on with the list:
structure	AddAB inh	PfHsp90 yeast 2	SUMO Mot1 rescue	phage Ecoli inh	DSG3 Ab inh	Arrestin-AP2 inh	Tat transport	OPRM1-OPRD1 inv	PKA-R1A act	Ecoli viability	MOR-DOR ag
OCCCNC(=S)Nc1ccc(Br)cc1Cl	4.4	14	-9	-0.7	.	-18	-3	8	0	1.8	-1.7
O=C(CN1CCN(c2ccccn2)CC1)Nc1ccc(F)cc1F	2.4	-7	17	-0.4	89	-10	-5	3	-1	-2.5	-0.6
COc1cccc(S(=O)(=O)Nc2ccc(C(=O)NCc3ccco3)cc2)c1	0.4	17	-3	2.0	105	4	2	8	2	1.0	-1.4
NC1=NC(c2ccccc2C(F)(F)F)N(c2ccc(F)c(Cl)c2)C(N)=N1 (centres undefined)	0.4	8	-2	0.9	109	-8	-7	10	0	-0.4	-2.1

Outcome played no part in choosing rows. About 2.8% of those tested had a hit in this group.
